Source: PubChem (Sanford-Burnham Center for Chemical Genomics)
mIAP block – mouse IAP inhibition. inhibition, % at 10 µM. purified mouse IAP, CDP-Star luminescence, 30 min. hit rate 0.2% among 330,000;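 active means inhibition of at least 40% at 10 µM in the primary screen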;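 further: plate controls were DMSO with enzyme for no effect and no enzyme wells for full effect; values of inactives mirror those of a sister screen read the other way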
A3G deaminase – inhibitors of human APOBEC3G DNA deaminase | Q9HC16 | recombinant A3G, ssDNA deamination FAM/TAMRA fluorescence | inhibition, % at 20 µM | hit rate 0.28% among 330,000 | AID 493012;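 active means inhibition of at least 40% at 20 µM, with no more than 30% in the related APOBEC3A deaminase screen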;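 further: plate controls were DMSO wells with A3G for no effect and wells lacking A3G enzyme for full effect; some compounds called inactive have numbers as strong as hits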
Target sequence (Q9HC16 whole entry, looked up): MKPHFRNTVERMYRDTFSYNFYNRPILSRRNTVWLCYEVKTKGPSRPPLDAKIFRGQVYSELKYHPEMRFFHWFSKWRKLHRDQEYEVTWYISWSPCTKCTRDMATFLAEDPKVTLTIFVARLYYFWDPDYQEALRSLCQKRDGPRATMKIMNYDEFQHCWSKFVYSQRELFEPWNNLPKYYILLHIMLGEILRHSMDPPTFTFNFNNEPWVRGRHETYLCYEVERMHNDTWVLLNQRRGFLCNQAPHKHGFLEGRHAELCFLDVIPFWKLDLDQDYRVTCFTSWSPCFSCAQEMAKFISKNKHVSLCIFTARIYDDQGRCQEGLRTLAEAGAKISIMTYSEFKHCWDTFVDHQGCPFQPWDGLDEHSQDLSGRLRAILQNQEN
APOBEC3A inh – blocks human APOBEC3A ssDNA deamination; P31941; inhibition, % at 20 µM; hit rate 0.41% among 330,000; recombinant A3A, FAM/TAMRA ssDNA deamination fluorescence; AID 493011;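 active means at least 40% inhibition at 20 µM here, with at most 30% in a related deaminase screen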;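 further: plate controls were A3A with DMSO for no effect and wells lacking A3A enzyme for full effect; some results filed as inactive read as strong as hits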
Target sequence (P31941 whole entry, looked up): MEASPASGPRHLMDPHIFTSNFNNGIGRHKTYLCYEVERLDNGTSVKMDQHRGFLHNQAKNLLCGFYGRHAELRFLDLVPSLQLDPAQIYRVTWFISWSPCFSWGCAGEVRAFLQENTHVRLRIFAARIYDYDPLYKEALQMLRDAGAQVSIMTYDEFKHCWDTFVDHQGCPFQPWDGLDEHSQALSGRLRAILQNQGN
NR3A LBD binder – modulates the human NR3A ligand-binding domain | Tm shift relative to glycine control, % at 25 µM | hit rate 2.5% among 340,000 | NR3A LBD differential scanning fluorimetry, Tm shift; 0% = protein alone, 100% = glycine-bound protein;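 active means melting temperature shift of at least 10% of the positive control shift, at one fixed dose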
MIN6 prolif – MIN6 beta-cell proliferation induction; proliferation, % at 10 µM; MIN6 cells proliferation, ATPlite luminescence, 48 h; cells starved in 0.2% serum; 100% = growth in 10% serum; hit rate 0.29% among 330,000;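 active means compounds whose signal lies at least 3.5 SD above the mean of all wells on their plate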;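 further: 0% = DMSO-treated cells in low-serum medium and 100% = 10% serum control; some compounds called inactive have numbers as strong as hits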
hIAP act – increases human intestinal alkaline phosphatase activity; hit rate 0.16% among 330,000; activation factor at 10 µM; AID 2524; purified human IAP, CDP-Star luminescence, 30 min; hits give high values; 1 = vehicle-only enzyme, 0 = enzyme-free background;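 active means activation factor of the enzyme at least 2-fold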; further: the source names both 10 and 20 µM as test concentration; values of inactives mirror those of a sister screen read the other way
Target sequence (P09923 whole entry, looked up): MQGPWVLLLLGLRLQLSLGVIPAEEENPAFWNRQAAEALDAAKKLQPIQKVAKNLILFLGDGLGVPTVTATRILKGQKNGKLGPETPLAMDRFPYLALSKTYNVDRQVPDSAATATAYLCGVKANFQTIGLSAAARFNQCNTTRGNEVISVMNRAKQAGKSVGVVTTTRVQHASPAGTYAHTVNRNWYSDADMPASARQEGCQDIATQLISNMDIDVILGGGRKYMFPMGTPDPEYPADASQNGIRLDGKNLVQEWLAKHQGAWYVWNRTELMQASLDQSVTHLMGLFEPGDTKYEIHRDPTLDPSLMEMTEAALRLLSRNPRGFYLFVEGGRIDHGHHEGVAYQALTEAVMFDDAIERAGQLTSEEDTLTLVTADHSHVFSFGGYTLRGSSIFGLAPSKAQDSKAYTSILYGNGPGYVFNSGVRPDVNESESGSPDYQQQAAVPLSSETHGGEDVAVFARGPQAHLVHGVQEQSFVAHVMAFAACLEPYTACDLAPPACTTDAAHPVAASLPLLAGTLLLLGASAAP
MPTP block – blocks calcium-induced mitochondrial swelling; inhibition, % at 10 µM; isolated mouse mitochondria, Ca2+ swelling absorbance, 30 min; AID 602449; hit rate 1.4% among 360,000;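 active means inhibition of 50% or more, scaled per plate between neutral and stimulator controls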;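 further: 0% = DMSO wells given calcium and 100% = 1 mM EGTA wells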
hIAP block – blocks human intestinal alkaline phosphatase; P09923; purified IAP, CDP-Star luminescence, 30 min; inhibition, % at 10 µM; hit rate 0.12% among 330,000;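 active means inhibition reaching a set limit with compound at 10 µM in the primary screen, cut at about 35% in these data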;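 further: plate controls were DMSO wells with enzyme for no effect and no-enzyme buffer wells for full effect; values of inactives mirror those of a sister screen read the other way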
mIAP activ – increases mouse intestinal alkaline phosphatase activity; hit rate 0.24% among 330,000; muIAP, CDP-Star luminescence, 30 min; hits give high values; 1 = vehicle-only enzyme signal, 0 = enzyme-free wells; activation factor at 10 µM; AID 2805;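 active means activation factor of at least 2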; further: the source names both 10 and 20 µM as test concentration; values of inactives mirror those of a sister screen read the other way
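Assay system: mouse IAP enzyme; reagent: chemiluminescent substrate CDP-Star; dosing: test compounds delivered from DMSO solution; schedule: 30 min at room temperature; measured by: luminescence from enzymatic CDP-Star hydrolysis; controls: DMSO-only wells and no-enzyme negative control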
* marks the source's active call; other numbers are inactive results; . = not tested or not shown.

Preview (2 entries):
SMILES	mIAP block	A3G deaminase	APOBEC3A inh	NR3A LBD binder	MIN6 prolif	hIAP act	MPTP block	hIAP block	mIAP activ
N#Cc1cccc(NC(=O)CSc2cccc[n+]2[O-])c1	-7	-5	-1	0	-2	1.1	-2.0	-12	1.1
O=C(CCN1C(=O)/C(=C/c2cccs2)SC1=S)Nc1ccccn1	21	-5	-1	-24	-5	1.1	-3.2	-5	0.79

All compounds of this part, from the start:
SMILES	mIAP block	A3G deaminase	APOBEC3A inh	NR3A LBD binder	MIN6 prolif	hIAP act	MPTP block	hIAP block	mIAP activ
N#Cc1cccc(NC(=O)CSc2cccc[n+]2[O-])c1	-7	-5	-1	0	-2	1.1	-2.0	-12	1.1
O=C(CCN1C(=O)/C(=C/c2cccs2)SC1=S)Nc1ccccn1	21	-5	-1	-24	-5	1.1	-3.2	-5	0.79
O=C(CC1Nc2ccccc2NC1=O)Nc1cc(Cl)cc(Cl)c1 (centres undefined)	0	1	4	29*	-7	1	4.2	0	1
Cc1ccc(N2CC(C(=O)Nc3nnc(SCC(=O)NCC4CCCO4)s3)CC2=O)cc1 (centres undefined)	6	-6	1	4	-2	1	0.3	-1	0.94
CC(=O)c1cccc(NC(=O)Nc2ccc(C(=O)N3CCCC3)cc2)c1	6	-2	5	0	-4	1.2	-3.5	-16	0.94
CC(=O)OC1CSc2nc3ccccc3n2C1 (centres undefined)	2	-3	-2	-3	3	1	1.5	-3	0.98
COCCNC(=O)C(=O)N/N=C/c1ccc(C(=O)OC)cc1	8	-3	3	-1	1	1	0.6	-4	0.92
Cc1ccc(C(=O)CSc2nnc(CNc3ccc(C)cc3C)n2Cc2ccco2)cc1	7	-2	-3	2	-6	0.99	7.9	1	0.93
COC(=O)C(Nc1nccs1)(OC)C(F)(F)F (centres undefined)	6	-2	-2	-1	0	1	0.1	-3	0.94
N#Cc1ccc(Cl)cc1NC(=O)COC(=O)c1cccc(S(=O)(=O)N2CCOCC2)c1	-8	-8	-3	-2	3	0.96	-0.2	4	1.1
COc1ccc(C2OC(=O)c3ccccc3S2)cc1 (centres undefined)	-2	1	3	2	-4	1.2	-3.8	-22	1
O=C(CSc1nc2ccccc2c(=O)n1-c1ccc(SC(F)F)cc1)Nc1ccc(N2CCOCC2)cc1	3	-9	0	-11	-2	0.94	1.6	6	0.97

Taken from above:
A3G deaminase result of CC(=O)OC1CSc2nc3ccccc3n2C1 (centres undefined) → -3
hIAP act result of COC(=O)C(Nc1nccs1)(OC)C(F)(F)F (centres undefined) → 1
mIAP activ result of COc1ccc(C2OC(=O)c3ccccc3S2)cc1 (centres undefined) → 1
mIAP activ result of O=C(CCN1C(=O)/C(=C/c2cccs2)SC1=S)Nc1ccccn1 → 0.79
mIAP block result of CC(=O)c1cccc(NC(=O)Nc2ccc(C(=O)N3CCCC3)cc2)c1 → 6

Going on with the list.
SMILES	mIAP block	A3G deaminase	APOBEC3A inh	NR3A LBD binder	MIN6 prolif	hIAP act	MPTP block	hIAP block	mIAP activ
O=C(CSc1ncccc1C(=O)O)NC12CC3CC(CC(C3)C1)C2	2	-5	-1	-1	3	0.95	-1.3	5	0.98
CC(=O)c1c(C)[nH]c(C(=O)NCCCN2CCCC2)c1C	1	-3	-3	0	0	0.87	-1.4	13	0.99
O=C(NNC(=O)C1CCCN(c2ncccn2)C1)c1ccc(F)cc1 (centres undefined)	7	-1	1	-4	1	0.77	-1.1	23	0.93
COc1ccc(C2N(c3cc(Cl)ccc3OC)C(=O)C3CCCN32)cc1OC (centres undefined)	4	0	2	-3	1	1	-1.7	0	0.96
CCOC(=O)CCSc1n[nH]c(=S)s1	16	23	0	2	-1	1.6	4.1	-60	0.84
Cc1ccc2nc(NC(=O)CN3C(=O)C4CC=CCC4C3=O)sc2c1 (centres undefined)	5	1	-1	3	-2	1	-9.7	-5	0.95
CCn1c(SCC(=O)NC2CCCC2)nnc1-c1ccco1	-2	-7	-1	1	-2	1	-0.4	-1	1
CC1CCCCC1NC(=O)Cn1[nH]c(=O)c2ccccc2c1=O (centres undefined)	-2	-5	-4	0	-1	0.99	-0.1	1	1
C=CCn1cnnc1SCC(=O)N(C1CCCCC1)C1CCS(=O)(=O)C1 (centres undefined)	-7	-3	0	0	7	1.1	-0.5	-8	1.1
COCCOC(=O)C1=C(C)NC(=O)NC1c1cccs1 (centres undefined)	1	-10	-5	1	-4	0.9	-0.6	10	0.99
CCCSc1nnc(CSc2nc3nc(C)cc(C)n3n2)o1	6	-7	-3	-1	0	0.81	0.8	20	0.94
C/C(CC(=O)Nc1ccccc1-c1ccccc1)=N\NC(=O)COc1ccc(C)cc1Br	-3	-2	7	-4	-5	1.2	4.3	-20	1
O=C(CCn1ccc([N+](=O)[O-])n1)NC1CCCCCC1	7	-4	-2	-1	-3	1.1	-0.9	-7	0.93
COc1cc(NC(=O)c2ccc(NC3=NC4CS(=O)(=O)CC4S3)cc2)cc(OC)c1 (centres undefined)	0	-10	-5	-9	3	1	-1.0	-3	1
O=C(COC(=O)CCC(=O)c1ccc(F)cc1)Nc1ccccc1	13	-6	-1	-2	3	1	1.9	-4	0.87
Cc1cc(C)nc(N/C(=N\S(=O)(=O)Cc2ccccc2)Nc2cccc(Cl)c2C)n1	5	-6	-1	-1	-5	1	6.4	-1	0.95
O=C(N/N=C/c1ccc(N2CCOCC2)cc1)c1ccccc1OCCOc1ccccc1	-3	-8	-4	0	-1	1.1	-0.6	-9	1
COc1ccc(CNc2nc3ccccc3n2C)c(OC)c1	-14	3	-3	1	0	1.1	1.2	-8	1.1
COc1ccc(C(=O)COC(=O)/C=C/c2ccccc2[N+](=O)[O-])cc1	2	-9	-3	0	1	0.95	0.2	4	0.98
CS(=O)(=O)Nc1ccc(C(=O)NCc2ccccn2)cc1	-5	1	6	-1	-1	0.95	-0.4	5	1.1
COc1ccc(NC(=S)Nc2cc(S(=O)(=O)N3CCCCC3)ccc2OC)cc1	5	-2	-4	.	0	0.98	.	2	0.95
O=C(COC(=O)C1Cc2ccccc2CN1C(=O)c1ccccc1Cl)Nc1ccc(N2CCOCC2)cc1 (centres undefined)	0	-14	-3	7	0	1.2	3.0	-17	1
O=[N+]([O-])c1cc([N+](=O)[O-])c2n[nH]c(-c3ccccc3)c2c1	12	30	6	-2	-2	0.9	1.3	10	0.88
Cc1cccc(-c2nnc(SCC(=O)Nc3cccc(C(=O)N4CCOCC4)c3)n2C)c1	-1	3	6	-1	0	0.87	-3.4	13	1
C=CCN(C)NC(=O)Nc1ccccc1	5	-6	-2	0	-3	1	-0.8	0	0.95
Cc1ccc(N2C(=O)c3ccccc3C2(O)c2ncc[nH]2)cc1 (centres undefined)	-9	-6	-3	2	-3	1.2	-1.8	-21	1.1
CCOc1ccc(CCNC(=O)c2cccc(S(=O)(=O)N3CCOCC3)c2)cc1OCC	3	-10	1	-1	-4	1	-0.4	-1	0.97
O=C(CSC1=NCCS1)NC1CCCC1	1	-2	-2	5	0	0.82	1.6	18	0.99
COc1cccc(NC(=S)N(Cc2ccc(C(=O)O)cc2)Cc2ccc(OC)c(OC)c2)c1	0	-10	-5	4	3	1.1	0.8	-5	1
COc1ccc(C(=O)N2CCCC(C(N)=O)C2)cc1S(=O)(=O)N1CCOCC1 (centres undefined)	5	-7	-2	1	1	1	-1.3	-1	0.95
CCOc1ccc(-c2nc(CSc3nncs3)cs2)cc1OC	-2	-5	-5	-3	2	0.76	0.8	24	1
Cc1cc(C)cc(OCc2nnc(SCC(=O)c3ccc(Br)cc3)o2)c1	9	3	0	0	-3	0.99	1.3	1	0.91
O=C(CC(=O)c1ccccc1[N+](=O)[O-])c1ccccc1	-4	-6	-1	.	-2	1.2	.	-19	1
CC(NC(=S)Nc1ccccc1Cl)C(c1ccccc1)N1CCOCC1 (centres undefined)	-10	-1	-1	0	0	0.98	0.3	2	1.1
O=c1[nH]c(-c2ccccc2)ncc1Oc1ccccc1	2	-7	-3	-1	0	0.95	0.4	4	0.98
CC1CCN(C(=O)CCc2nnc3ccc(N4CCC5(CC4)OCCO5)nn23)CC1	6	-3	-1	-1	-1	1.1	-1.8	-12	0.94
O=C(Nc1ccncc1)Nc1ccc(Br)cc1Cl	-78	-10	2	4	-7	1	40	-4	1.8
CCc1ccccc1OCC(=O)Nc1ccc(S(N)(=O)=O)cc1	-12	0	6	3	-3	1.1	-0.3	-11	1.1
COc1ccc(NC(=S)N2CCCCC2c2cccnc2)cc1 (centres undefined)	0	-9	2	0	-2	0.88	1.2	12	1
CC(C)C(=O)Nc1ccc(N2CCCC2)cc1	10	2	1	-4	-2	0.82	0.4	18	0.9
CCCCCSc1nnc(-c2ccccc2NC(C)=O)c(=O)[nH]1	-4	-5	1	-2	0	1.1	2.0	-11	1
CCC1(c2ccccc2)C(=O)N(C(=O)OC(C)(C)C)N1C(=O)OC(C)(C)C (centres undefined)	8	-6	-4	0	2	0.91	0.3	9	0.92
CCn1c(SCc2ccccc2)nnc1-c1cccnc1	-9	1	0	-3	2	1	0.5	0	1.1
Cc1cc(-n2c(=S)sc3c(=O)n(-c4ccc(F)cc4)c(SCC(=O)O)nc32)ccc1Cl	8	-9	-3	0	0	0.98	1.5	2	0.92
CC(C)c1onc(C(=O)N2CCCCCC2)c1[N+](=O)[O-]	-3	-6	-2	3	-1	0.91	2.1	9	1
COc1cc(OC)cc(-c2nnc(SCC(=O)N3CCCc4ccccc43)o2)c1	-11	-2	-4	1	-1	1.1	0.3	-14	1.1
Cn1cc(SCC(=O)Nc2ccc3c(c2)OCCO3)c2ccccc21	-1	0	-3	-4	5	0.97	-0.5	3	1
N/C(=N\OC(=O)Nc1ccccc1)c1ncc([N+](=O)[O-])s1	3	-8	-2	36*	-4	0.94	3.8	6	0.97
COc1ccc(Cl)cc1NC(=O)C(C)OC(=O)c1ccc(NS(=O)(=O)c2ccc3[nH]c(=O)[nH]c3c2)cc1 (centres undefined)	12	-10	1	18*	-4	0.97	0.4	3	0.88
COc1cc(S(=O)(=O)n2nc(C)cc2C)c(OC)cc1Cl	10	-6	6	1	-1	1	0.7	0	0.9
CCCc1ccc(-c2cc(C(=O)NCCc3ccc(S(N)(=O)=O)cc3)c3ccccc3n2)cc1	16	-2	2	12*	-5	1	-0.4	-2	0.84
C=CCNC1=C(Cl)C(=O)N(c2ccccc2Cl)C1=O	1	-4	-5	1	-1	0.99	-1.3	1	0.99
O=C(NNC(=O)c1cc2ccccc2cc1O)c1cccs1	29	-6	-6	-4	-2	1.3	0.9	-34	0.71
C=CCn1cccc(C(=O)Nc2cc(OC)c(OC)c(OC)c2)c1=O	6	-7	-3	-3	1	0.92	0.2	8	0.94
CCC1(C)CC(CC(=O)O)(c2ccccc2OC)CCO1 (centres undefined)	-5	-5	4	-4	0	0.94	-2.5	6	1.1
Cc1ncc(CN2CCCC(C(=O)Nc3ccc(-c4cccc(F)c4)cc3)C2)s1 (centres undefined)	-5	-8	-4	-2	-1	1.2	0.1	-23	1
CC(NC(=O)CN(C)CC(=O)Nc1ccc(F)c(F)c1F)c1ccccc1 (centres undefined)	6	-7	-5	0	-1	1	0.9	-4	0.94
COc1cc(OC)c(OC)cc1CN1CCCC(C(=O)c2sccc2C)C1 (centres undefined)	8	-2	4	0	-1	1.1	3.6	-5	0.92
COc1cc(C2/C(=C(\O)c3ccc4c(c3)OCCO4)C(=O)C(=O)N2Cc2ccco2)cc(OC)c1OC (centres undefined)	5	-1	-2	0	-3	1.5	-3.2	-46	0.95
Cc1ccc(O)c(NC(=O)CCCC(=O)O)c1	-7	0	0	1	-4	1	1.2	-1	1.1
